Tb hexokinase: blocks Trypanosoma brucei hexokinase 1 activity; 0.11% of 220,000 active; AID 1430; inhibition, % at 10 µM; recombinant TbHK1, G6PDH-coupled NADH A340;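 active = inhibition of 50% or more in the single-dose primary screen; inactive = inhibition below 50%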
Runt-CBFb FRET: Runt domain-CBFb interaction inhibition; Cerulean-Runt/Venus-CBFb FRET ratio 530/480, 1 h; 0.46% of 220,000 active; AID 1496; inhibition, % at 20 µM;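 active = inhibition over about 50% at 20 µM in the single-dose screen, limit read from the data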;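 also: 0% = DMSO wells and 100% = excess unlabeled CBFb competitor control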
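Doses: 20 µM compound in 1% DMSO | Material: Cerulean-labeled Runt domain protein | Amount: Each fluorescent fusion protein 100 nM | Schedule: Two 1 h room-temperature incubations shielded from light | Measured by: FRET fluorescence | Evaluation: Loss of energy transfer signal | Controls: Unlabeled CBFb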
m-calpain inh: blocks pig calpain II enzyme activity. purified calpain II, fluorogenic peptide substrate, 30 min. inhibition, % at 16 µM. 0.37% of 220,000 active;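 active = inhibition above about 50%, limit read from the data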
RBBP9 inhibitor: blocks human serine hydrolase RBBP9 | 0.2% of 220,000 active | AID 1515 | recombinant RBBP9, FP-Rh probe fluorescence polarization | O75884 | inhibition, % at 7.94 µM;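 active = inhibition above the campaign mean of all tested compounds plus 3 SD, cut at about 14% in these data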;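 also: plate controls were DMSO wells with RBBP9 for no effect and wells lacking RBBP9 protein for full effect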
Target sequence (O75884 whole entry, looked up): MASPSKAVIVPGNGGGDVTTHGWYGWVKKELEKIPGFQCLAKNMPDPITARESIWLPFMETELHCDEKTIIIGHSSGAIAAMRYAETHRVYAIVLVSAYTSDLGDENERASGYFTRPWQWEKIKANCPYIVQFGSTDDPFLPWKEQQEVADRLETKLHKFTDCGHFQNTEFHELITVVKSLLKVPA
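Measured by: FP readout at 525/598 nm; material: recombinant human RBBP9; also added: Serine-hydrolase probe FP-Rh, 375 nM pre-mixing; medium: Tris buffer pH 8.0, NaCl, Pluronic; replication: one well per compound; doses: one concentration, 7.94 µM nominal, 0.794% DMSO; timing: preincubation 30 min plus labeling 45 min at 25 °C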
Runt-SMMHC FRET: inhibitors of human RUNX1 Runt domain binding to CBFb-SMMHC | inhibition, % at 20 µM | 0.74% of 220,000 active | Q01196+Q13951 | Cerulean-Runt/Venus-CBFb-SMMHC FRET ratio 530/480, 1 h | AID 1434;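 active = mean inhibition across duplicate retests at 20 µM reaching about 50%, limit read from the data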;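 also: 0% = DMSO wells and 100% = wells with excess untagged CBFb-SMMHC; inhibitors lower the FRET ratio by blocking Runt binding to CBFb-SMMHC; some results filed as inactive read as strong as hits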
Furin inhibitor: human furin inhibition. purified furin, fluorogenic substrate cleavage. 0.061% of 220,000 active. inhibition, % at 30 µM. AID 463115. P09958; in the data active = inhibition above about 25%; also: inactives centre near -15
p47phox inh: inhibitors of human p47phox binding | p47phox/p22phox peptide binding, fluorescence polarization, 2 h | inhibition, % at 24.7 µM | P14598 | 0.53% of 220,000 active;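 active = inhibition above about 30%, limit read from the data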;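 also: 0% = p47phox with labelled peptide and 100% = labelled peptide alone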
p97 inhibitor: inhibitors of human p97 ATPase | 0.42% of 220,000 active | recombinant p97 ATPase, Kinase-Glo ATP luminescence, 3 h | inhibition, % at 8 µM | AID 1481; in the data active = inhibition above about 15%;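 also: 0% = DMSO vehicle and 100% = wells lacking enzyme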
Target sequence (P55072 whole entry, looked up): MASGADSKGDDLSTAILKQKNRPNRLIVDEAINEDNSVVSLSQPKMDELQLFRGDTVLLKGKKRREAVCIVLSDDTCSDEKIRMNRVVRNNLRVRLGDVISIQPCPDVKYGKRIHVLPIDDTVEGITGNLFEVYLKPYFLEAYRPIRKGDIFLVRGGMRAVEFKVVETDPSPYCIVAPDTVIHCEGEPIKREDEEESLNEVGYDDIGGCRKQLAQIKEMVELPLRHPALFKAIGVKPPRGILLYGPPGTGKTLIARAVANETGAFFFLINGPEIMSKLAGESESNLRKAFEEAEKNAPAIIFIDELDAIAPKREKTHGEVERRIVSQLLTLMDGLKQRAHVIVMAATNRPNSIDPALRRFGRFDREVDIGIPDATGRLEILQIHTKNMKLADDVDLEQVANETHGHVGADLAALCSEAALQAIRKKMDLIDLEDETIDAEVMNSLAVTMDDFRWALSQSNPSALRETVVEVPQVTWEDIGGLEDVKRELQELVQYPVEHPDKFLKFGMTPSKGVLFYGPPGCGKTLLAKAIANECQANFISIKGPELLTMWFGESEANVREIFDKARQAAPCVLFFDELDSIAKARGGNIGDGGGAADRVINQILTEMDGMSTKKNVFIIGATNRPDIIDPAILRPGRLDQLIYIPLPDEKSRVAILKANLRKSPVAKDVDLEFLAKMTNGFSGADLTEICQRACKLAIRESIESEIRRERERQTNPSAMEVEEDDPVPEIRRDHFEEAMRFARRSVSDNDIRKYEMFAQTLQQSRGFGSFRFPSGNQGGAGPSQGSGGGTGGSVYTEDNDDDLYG
EBV gp42 inh: blocks Epstein-Barr virus glycoprotein 42 binding; Q1HVG2; Fluorescence polarization binding assay, mP read-out; inhibition, % (tested at 21.74 µM); 0.42% of 220,000 active; AID 1085; in the data active = inhibition above about 50%
Active calls of the source: *; . = no result given; [ ] = another dose, or the depositor's remark. Compounds were not picked by outcome. About 2.7% of those tested had a hit in this group.

1: COc1ccc2cc(/C=C3\SC(=S)NC3=O)c(N3CCOCC3)nc2c1
2: O=C(CSc1nc2ccc(Cl)cc2[nH]1)c1ccc2c(c1)OCO2
3: N#CC1=C(N)N(c2ccccc2)C2=C(C(=O)CCC2)C1c1ccccc1 (centres undefined)
4: CSc1nc(C)nc2c1c(=O)n(C)c(=O)n2C
5: COCCNc1nc(-c2cc(C)c(C)cc2C)cs1
6: COc1ccc(N(CC(O)CN2C(=O)NC(C)(C)C2=O)S(=O)(=O)c2ccc(C)cc2)cc1 (centres undefined)
7: Nc1nonc1C(=O)NCCNCc1ccccc1OCc1ccc(F)cc1
8: COC(=O)c1c(C(C)=O)c(C)n(C)c1C

entry no. | 1 | 2 | 3 | 4 | 5 | 6 | 7 | 8
RBBP9 inhibitor | -5 | -5 | 1 | -5 | 2 | -5 | -1 | 2
Runt-SMMHC FRET | -124 | 0 | 30 | 0 | 4 | 0 | -2 | 0
m-calpain inh | 17 | 38 | -9 | 6 | -2 | -11 | 9 | -13
p97 inhibitor | -2 | -5 | 4 | 0 | -2 | -1 | 0 | 7
Tb hexokinase | -8 | 6 | -3 | 3 | -2 | -9 | -2 | -5
Furin inhibitor | 0 | -5[20 µM] | -7[20 µM] | -33 | -23 | -18[20 µM] | -15[20 µM] | -12
p47phox inh | -44 | -20 | -23 | -10 | -8 | -5 | -13 | -12
Runt-CBFb FRET | -45 | 0 | 7 | 1 | 2 | 0 | 1 | 0
EBV gp42 inh | -7 | 15 | -12 | -27 | -8 | -11 | -10 | -7

9: Cc1ccc2c(c1)N(CC(=O)Nc1ccc3c(c1)OCCO3)C(=O)CO2
10: Cn1c(O)c(N=NC(=O)Cn2ccc(C(F)(F)F)n2)c2ccccc21
11: Cc1csc(N(C(=O)c2ccc(S(=O)(=O)N(C)C)cc2)c2ccccc2)n1
12: Cc1ccc(C)c(S(=O)(=O)N2CCN(CC(=O)Nc3sccc3C#N)CC2)c1
13: CCCC/C(C)=N/NC(=O)NC1CCCCC1
14: Cc1ccccc1-c1nnc(NC(=O)CSc2nc3ccccc3s2)s1
15: COc1ccc(CCNC(=O)COC(=O)/C=C/c2ccc(OCC#N)c(OC)c2)cc1OC
16: O=C(CSc1nnc2ccc(-c3ccncc3)nn12)N1CCCCC1

entry no. | 9 | 10 | 11 | 12 | 13 | 14 | 15 | 16
RBBP9 inhibitor | -8 | 7 | -10 | -1 | 3 | -12 | -2 | -3
Runt-SMMHC FRET | 0 | 0 | 0 | -2 | 4 | 2 | 3 | -1
m-calpain inh | -23 | -3 | -2 | -34 | 3 | 7 | -16 | 19
p97 inhibitor | -3 | 6 | -4 | 0 | -1 | -5 | 4 | 2
Tb hexokinase | -4 | 17 | 3 | -2 | 1 | -6 | -12 | -8
Furin inhibitor | -18[20 µM] | -8 | -3[20 µM] | -2 | -20 | -11 | -12 | -6
p47phox inh | -14 | 4 | -2 | -30 | -10 | -11 | -6 | -1
Runt-CBFb FRET | 2 | -6 | 1 | 2 | 2 | 1 | -2 | 0
EBV gp42 inh | -8 | -5 | -3 | -6 | -3 | 2 | -10 | -8

In the list so far, 4 have an aryl thioether with sulfur outside any ring:
2: O=C(CSc1nc2ccc(Cl)cc2[nH]1)c1ccc2c(c1)OCO2
4: CSc1nc(C)nc2c1c(=O)n(C)c(=O)n2C
14: Cc1ccccc1-c1nnc(NC(=O)CSc2nc3ccccc3s2)s1
16: O=C(CSc1nnc2ccc(-c3ccncc3)nn12)N1CCCCC1

entry no. | 2 | 4 | 14 | 16
RBBP9 inhibitor | -5 | -5 | -12 | -3
Runt-SMMHC FRET | 0 | 0 | 2 | -1
m-calpain inh | 38 | 6 | 7 | 19
p97 inhibitor | -5 | 0 | -5 | 2
Tb hexokinase | 6 | 3 | -6 | -8
Furin inhibitor | -5[20 µM] | -33 | -11 | -6
p47phox inh | -20 | -10 | -11 | -1
Runt-CBFb FRET | 0 | 1 | 1 | 0
EBV gp42 inh | 15 | -27 | 2 | -8

Next structures follow.
17: CN(c1cccc(NC(=O)c2ccc(C(C)(C)C)cc2)c1)S(C)(=O)=O
18: CCCCC(c1nnnn1CC1CCCO1)N1CCN(Cc2ccccc2)CC1 (centres undefined)
19: NC(=O)Nc1ccc(F)cc1
20: COc1ccc(S(=O)(=O)N(n2c(C)nnc2-n2nc(C)cc2C)S(=O)(=O)c2ccc(OC)cc2)cc1
21: O=C(Nn1cnnc1)c1cccc(S(=O)(=O)N2CCOCC2)c1
22: CN(C)/C=C/C(=O)c1ccc(F)cc1F
23: COc1ccccc1N1CCN(c2nc(N)c(C#N)c(CC#N)c2C#N)CC1
24: CC(=O)NCCNS(=O)(=O)c1ccc(C)c([N+](=O)[O-])c1

entry no. | 17 | 18 | 19 | 20 | 21 | 22 | 23 | 24
RBBP9 inhibitor | -8 | 4 | -2 | -3 | -8 | -4 | -3 | 2
Runt-SMMHC FRET | -8 | 4 | -1 | -5 | -2 | -1 | -25 | 1
m-calpain inh | 1 | 25 | -33 | -13 | -6 | -7 | -44 | 15
p97 inhibitor | -3 | -2 | 2 | 2 | 1 | 3 | 5 | 4
Tb hexokinase | -7 | -1 | -1 | -6 | -6 | -42 | -25 | -8
Furin inhibitor | -22 | -11[20 µM] | -13[20 µM] | -20[20 µM] | -8 | -13 | 7 | -10
p47phox inh | 0 | -2 | 3 | -8 | -2 | -6 | -16 | 4
Runt-CBFb FRET | -7 | -2 | 2 | -1 | 0 | -2 | -26 | 0
EBV gp42 inh | -4 | -11 | -4 | -9 | -1 | -17 | -12 | 1

25: Cc1cc(C(=O)Nc2c(C)n(C)n(-c3ccccc3)c2=O)c2ccccc2n1
26: O=C(NC1CCN(Cc2ccccc2)CC1)C1CCN(S(=O)(=O)c2cccc3nsnc23)CC1
27: O=C(O)c1ccccc1SCc1nc2ccccn2c1Br
28: Cc1ccc(-c2nc3cc(N)ccc3o2)cc1
29: COc1ccc(-n2nc3ccccc3n2)cc1
30: COC(=O)Cn1cc([N+](=O)[O-])nc1C
31: CC(C)(C)c1ccc(C(=O)Nc2ccccc2NC(=O)c2ccco2)cc1
32: COc1ccc(-c2csc3nc(C(C)(C)C)oc(=O)c23)cc1OC

entry no. | 25 | 26 | 27 | 28 | 29 | 30 | 31 | 32
RBBP9 inhibitor | -2 | -5 | -2 | -5 | 1 | -5 | -2 | -7
Runt-SMMHC FRET | 3 | -5 | 7 | -5 | -7 | -3 | 0 | -1
m-calpain inh | 13 | 3 | 9 | -485 | -28 | -24 | -4 | -41
p97 inhibitor | 5 | 6 | 0 | 3 | -5 | 2 | -2 | 4
Tb hexokinase | -4 | -2 | 9 | -13 | 6 | -1 | 4 | -6
Furin inhibitor | -18[20 µM] | -6 | 1 | -27[20 µM] | 6 | -12 | -14[20 µM] | -14
p47phox inh | -10 | 5 | -5 | -12 | -2 | -9 | -7 | 3
Runt-CBFb FRET | 1 | 1 | 2 | -2 | -3 | . | -5 | 0
EBV gp42 inh | -37 | -1 | 6 | -25 | -10 | -20 | 7 | 3

33: CN(C)/C=C(\C=O)c1ncc(C(F)(F)F)cc1Cl
34: O=C(C1CCCN(Cc2ccccc2F)C1)N1CCc2ccccc2C1 (centres undefined)
35: Cc1c(/C(O)=C2\C(=O)C(=O)N(CCCN(C)C)C2c2ccccc2)cnn1-c1ccccc1 (centres undefined)
36: Cc1oc(CC(C)C)cc1C(N)=O
37: CCOC(=O)CCC(=O)NNC(=O)c1ccc(NC(=O)c2ccccc2)cc1
38: COC(=O)c1cccc(NC(=S)NCc2ccc(F)cc2)c1
39: Cn1c(=O)c2c(-c3cccc(Br)c3)c(C#N)c(N)nc2n(C)c1=O
40: COc1cc(NC(=O)Cc2cccs2)ccc1-n1cnnn1

entry no. | 33 | 34 | 35 | 36 | 37 | 38 | 39 | 40
RBBP9 inhibitor | 1 | 13 | 5 | 5 | 3 | -6 | -13 | -3
Runt-SMMHC FRET | -3 | -5 | 1 | . | -5 | 0 | 0 | -4
m-calpain inh | -1 | -1 | 8 | 4 | 16 | 34 | -7 | 0
p97 inhibitor | -1 | -1 | 3 | -2 | 3 | -1 | 0 | 6
Tb hexokinase | -8 | -1 | -14 | 2 | 11 | 9 | -45 | 1
Furin inhibitor | -17 | -3 | -16 | -28 | -32 | -11 | -13 | -11[20 µM]
p47phox inh | -9 | -2 | 2 | -4 | -4 | 2 | 2 | -6
Runt-CBFb FRET | -1 | 0 | -2 | . | 1 | 2 | 1 | 0
EBV gp42 inh | -1 | -3 | 1 | -24 | 0 | -12 | 3 | -12

The closing 4 compounds of the section before come first, to join the parts:
37: CCOC(=O)CCC(=O)NNC(=O)c1ccc(NC(=O)c2ccccc2)cc1
38: COC(=O)c1cccc(NC(=S)NCc2ccc(F)cc2)c1
39: Cn1c(=O)c2c(-c3cccc(Br)c3)c(C#N)c(N)nc2n(C)c1=O
40: COc1cc(NC(=O)Cc2cccs2)ccc1-n1cnnn1
41: COC(=O)c1ccccc1NC(=O)c1cncc(Br)c1
42: COc1ccc2nc(SCC(=O)NN)cc(C)c2c1
43: Cc1nn(-c2ccccc2)c(N2CCCC2)c1/C=C1\N=C(c2ccc(F)cc2)OC1=O
44: CCOC(=O)N1CCC(NC(=O)Cn2cccc2C(=O)c2ccccc2)CC1
45: CCCCCn1c(Sc2nc3ccccc3s2)nc2c1c(=O)[nH]c(=O)n2C
46: COc1cccc(OC(=O)N2CCOCC2)c1

entry no. | 37 | 38 | 39 | 40 | 41 | 42 | 43 | 44 | 45 | 46
RBBP9 inhibitor | 3 | -6 | -13 | -3 | -5 | -5 | -10 | -4 | -5 | -5
Runt-SMMHC FRET | -5 | 0 | 0 | -4 | 0 | 1 | -89 | 2 | -6 | -3
m-calpain inh | 16 | 34 | -7 | 0 | -18 | 0 | -54 | -5 | -16 | -2
p97 inhibitor | 3 | -1 | 0 | 6 | 0 | 1 | 1 | 0 | -11 | 4
Tb hexokinase | 11 | 9 | -45 | 1 | 19 | -7 | -11 | -9 | -3 | -7
Furin inhibitor | -32 | -11 | -13 | -11[20 µM] | -15 | -6[20 µM] | -12 | -25 | -25 | -6
p47phox inh | -4 | 2 | 2 | -6 | -2 | 0 | -32 | 7 | 3 | 0
Runt-CBFb FRET | 1 | 2 | 1 | 0 | 0 | -2 | -19 | -3 | 0 | 2
EBV gp42 inh | 0 | -12 | 3 | -12 | -2 | -3 | 82* | -1 | -17 | -3

Some entries already given, showing only EBV gp42 inh and RBBP9 inhibitor.
nr	structure	EBV gp42 inh	RBBP9 inhibitor
44	CCOC(=O)N1CCC(NC(=O)Cn2cccc2C(=O)c2ccccc2)CC1	-1	-4
45	CCCCCn1c(Sc2nc3ccccc3s2)nc2c1c(=O)[nH]c(=O)n2C	-17	-5

Compound activity as filed in PubChem BioAssay.
